PNC inhibitor: perinucleolar compartment assembly inhibition; activity change (PNC), negative = inhibition, % at 10 µM; PC3M PTB-GFP, PNC prevalence imaging, 16 h; hits give low values; hit rate 3.1% among 140,000;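 active = readout at or below -70, meaning at least 70% loss of cells showing the perinucleolar compartment, a nuclear body marking cancer cells; inconclusive = readout between -30 and a set limit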;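 note: plate controls were DMSO wells for no effect and camptothecin positive control wells for full effect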
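PC3M cells stably expressing PTB-GFP, 750–1000 cells/well, treated 16 h at 37 °C with compound (23 nl of library stock), in duplicate. After paraformaldehyde fixation and Hoechst stain, imaged at 20x; PNC prevalence scored by image analysis.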
IMPase inh: IMPase inhibition in cells; AID 901; CHO-M1 cells, IP1 accumulation, HTRF TR-FRET ratio; 120,000 tested, under 10 active; inhibition (IP1 accumulation), % at 46.1 µM; P97697; active = well fitted curve in the direction sought with a large enough effect in the signal ratio, not every such curve was filed as active; inconclusive = small, poorly fitted or top-dose-only effect, or a change in a side signal; inactive = no such curve, though single readings can be large or run the other way; the % refers to the signal ratio;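 note: cells stimulated with carbachol in lithium chloride buffer; plate controls were DMSO basal wells for no effect and reference inhibitor wells for full effect; higher means more IMPase inhibition seen as more IP1 and lower FRET ratio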
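Cellular IMPase inhibition is scored as a rise in cytosolic IP1, detected by competitive TR-FRET between d2-labelled IP1 and a europium anti-IP1 antibody. M1-expressing CHO cells were stimulated with carbachol for 30 min at 37C, with lithium (50 mM LiCl) present in the buffer.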
ALOX15B inhib: blocks human 15-lipoxygenase 2 activity; Potency, µM (series often up to 57.1 µM), for the others: top-dose activity change, negative = inhibition, hits mostly inhibitors; hit rate 0.56% among 110,000; O15296; purified 15hLO-2, xylenol orange hydroperoxide absorbance; note: potency is the fitted concentration of half-maximal effect; nearly all actives have a fitted effect of over 60% in size; many of its hits are not listed in these tables
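Enzyme 50 nM, AA 45 uM, 25 mM Hepes pH 7.5 + 0.01% Triton X-100; cpd preinc 15 min RT, rxn 90 min RT; stop/detect with 200 uM XO + 300 uM Fe(II) in 50 mM H2SO4, 30 min; A573/A405.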
ALOX12 inhib: 12-hLO (ALOX12) enzyme inhibition | P18054 | hit rate 0.12% among 150,000 | Potency, µM (series often up to 57.1 µM), for the others: at the top dose activity change, negative = inhibition, actives largely listed as inhibitors | AID 1452 | purified 12-hLO, xylenol orange hydroperoxide absorbance; note: potency is the fitted concentration of half-maximal effect; nearly all actives have a fitted effect of over 55% in size; many of its hits are not listed in these tables
Target sequence (P18054 whole entry, looked up): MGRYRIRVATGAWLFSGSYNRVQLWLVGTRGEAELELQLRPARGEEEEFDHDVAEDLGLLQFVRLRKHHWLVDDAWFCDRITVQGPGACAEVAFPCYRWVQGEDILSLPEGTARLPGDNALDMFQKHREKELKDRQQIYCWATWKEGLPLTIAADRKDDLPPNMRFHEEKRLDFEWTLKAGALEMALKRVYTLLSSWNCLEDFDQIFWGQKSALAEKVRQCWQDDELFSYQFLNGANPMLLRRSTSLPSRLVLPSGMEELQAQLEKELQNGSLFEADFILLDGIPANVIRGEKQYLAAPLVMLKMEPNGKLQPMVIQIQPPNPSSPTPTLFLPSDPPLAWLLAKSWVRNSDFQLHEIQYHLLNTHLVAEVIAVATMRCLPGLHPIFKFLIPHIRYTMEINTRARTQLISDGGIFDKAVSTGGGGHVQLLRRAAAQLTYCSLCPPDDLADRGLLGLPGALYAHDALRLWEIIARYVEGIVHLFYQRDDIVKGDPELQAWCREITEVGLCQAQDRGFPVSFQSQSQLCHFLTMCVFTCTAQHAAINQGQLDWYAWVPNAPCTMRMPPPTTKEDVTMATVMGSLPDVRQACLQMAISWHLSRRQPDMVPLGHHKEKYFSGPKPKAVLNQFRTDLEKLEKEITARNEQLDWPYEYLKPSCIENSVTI
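150 nM 12hLO, 25 mM Hepes pH 7.0 + 0.01% Triton X-100; cpd preinc 15 min RT; 40 uM arachidonic acid, 30 min RT; Fe-XO 30 min; A573/A405 ratio as read-out.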
* marks the source's active call; other numbers are inactive results; u = inconclusive; x = not tested or not shown; [ ] = another dose, or the depositor's remark. Unless noted, calls come from the whole dose curve; as a rule, active = well fitted curve in the direction sought with a large enough effect; inconclusive = small, poorly fitted or top-dose-only effect, or another doubt; inactive = no such curve, though single readings can be large; an effect the other way counts as inactive or inconclusive. Unless noted, % is set by controls: 0 for no effect and ±100 for the full control effect.

Structure,IMPase inh,ALOX15B inhib,ALOX12 inhib,PNC inhibitor
O=C(CCc1ccccc1)Nc1ncn[nH]1,-3,x,2%,53
CC(=O)c1c(C(C)=O)c(C)n(Cc2ccc(Cl)cc2)c1C,2,1%,2%,-13
CC1=C(C(=O)OC2CCCCC2)C(c2ccc(C)o2)C2=C(CCCC2=O)N1 (stereo not drawn),14,1%,2%,-1
CC1(C)Cc2nc3sc4c(OCc5ccccc5)ncnc4c3cc2CO1,-1,-18%,1%,93
C/C(=N\NC(=O)c1ccccc1-n1cccc1)C1CC1,-4,x,22%,39
Cc1cccc(OCC(=O)O/N=C(\N)c2ccccn2)c1,5,-21%,4%,80
Cc1ccccc1-c1nc2cc(Cl)ccc2o1,-19,11%,-7%,5
CNC(=S)N(Cc1cccs1)Cc1cc2cc(OC)ccc2[nH]c1=O,5,x,0%,-22
O=C(CSc1nnnn1C1CCCCC1)NCc1ccco1,1,-3%,-2%,-19
CCOc1ccc(NC(N)=O)cc1,1,11%,-4%,6
COc1ccc(CSC(=N)N)cc1[N+](=O)[O-],-6,10%,4%,u
COc1ccc(/C=C2/N=C(SC3CCOC3=O)N(c3cccc(OC)c3)C2=O)cc1 (stereo not drawn),-3,x,5%,25
Cc1cccnc1Nc1nc(-c2ccc(O)cc2)cs1,-3,11%,-11%,u
Cc1ccc(C(=O)NCc2occc2C(=O)O)o1,20,6%,-1%,23
O=C(CC1S/C(=N/N=C/C=C/c2ccccc2)NC1=O)Nc1ccc(Cl)c(Cl)c1 (stereo not drawn),x,x,-1%,7
COc1ccc(N(Cc2ccco2)C(=O)c2ccccc2F)cc1OC,-23,2%,-6%,-1
N#C/C(=C\c1ccc2c(c1)OCCO2)C(=O)NC1CCCCC1,2,x,-7%,2
COCc1nnc(NC(=O)C(C)C)s1,15,-5%,6%,12
O=C(NCCN1CCCC1)c1ccc(CS(=O)(=O)c2c(Cl)cccc2Cl)o1,12,8%,5%,-17
O=C(NCC(=O)N(Cc1ccccc1)C(C(=O)NC1CCCC1)c1cccnc1)c1ccco1 (stereo not drawn),6,x,-2%,u
O=S(=O)(c1ccccc1)N1C2CCC1CC(O)(c1cccnc1)C2 (stereo not drawn),0,-5%,6%,15
CC(=O)Nc1cccc(NC(C)=C(C#N)C#N)c1,x,x,-2%,33
O=C(CSc1nnc(CNC(=O)c2ccccc2F)o1)NCCc1ccccc1,6,-2%,-4%,25
CC(=O)c1cc(F)c(N2CCN(C(=O)Cc3ccccc3)CC2)cc1C,6,0%,-6%,7
Nc1nc(N)c2nn(-c3ccc(C(=O)O)cc3)nc2n1,x,-6%[11.4 µM],4%[11.4 µM],x
CC(=O)c1ccc([N+](=O)[O-])cc1,x,-1%,1%,x
CCCCNC(=O)CSc1nc2ccccc2n1S(=O)(=O)c1ccc(Br)cc1,x,x,-1%,-2
Cc1cc(C)n2cc(CSc3nnc(-c4ccccc4)o3)nc2n1,-3,-2%,-4%,-13
CCC(c1nnnn1C(C)(C)CC)N(CCCO)Cc1cc2cc(C)cc(C)c2[nH]c1=O (stereo not drawn),-13,28%,-3%,-6
O=C(NCc1ccccc1)c1cccc(S(=O)(=O)N2CCOCC2)c1,-16[1.84 µM],-6%[11.4 µM],1%,61

Some of the entries so far, with two lines to a compound:
The line under a structure holds: IMPase inh, ALOX15B inhib, ALOX12 inhib, PNC inhibitor
- CNC(=S)N(Cc1cccs1)Cc1cc2cc(OC)ccc2[nH]c1=O
→ 5, x, 0%, -22
- O=C(CSc1nnnn1C1CCCCC1)NCc1ccco1
→ 1, -3%, -2%, -19
- CCOc1ccc(NC(N)=O)cc1
→ 1, 11%, -4%, 6
- COc1ccc(CSC(=N)N)cc1[N+](=O)[O-]
→ -6, 10%, 4%, u
- COc1ccc(/C=C2/N=C(SC3CCOC3=O)N(c3cccc(OC)c3)C2=O)cc1 (stereo not drawn)
→ -3, x, 5%, 25
- Cc1cccnc1Nc1nc(-c2ccc(O)cc2)cs1
→ -3, 11%, -11%, u
- Cc1ccc(C(=O)NCc2occc2C(=O)O)o1
→ 20, 6%, -1%, 23
- O=C(CC1S/C(=N/N=C/C=C/c2ccccc2)NC1=O)Nc1ccc(Cl)c(Cl)c1 (stereo not drawn)
→ x, x, -1%, 7
- COc1ccc(N(Cc2ccco2)C(=O)c2ccccc2F)cc1OC
→ -23, 2%, -6%, -1
- N#C/C(=C\c1ccc2c(c1)OCCO2)C(=O)NC1CCCCC1
→ 2, x, -7%, 2
- COCc1nnc(NC(=O)C(C)C)s1
→ 15, -5%, 6%, 12
- O=C(NCCN1CCCC1)c1ccc(CS(=O)(=O)c2c(Cl)cccc2Cl)o1
→ 12, 8%, 5%, -17
- O=C(NCC(=O)N(Cc1ccccc1)C(C(=O)NC1CCCC1)c1cccnc1)c1ccco1 (stereo not drawn)
→ 6, x, -2%, u
- O=S(=O)(c1ccccc1)N1C2CCC1CC(O)(c1cccnc1)C2 (stereo not drawn)
→ 0, -5%, 6%, 15
- CC(=O)Nc1cccc(NC(C)=C(C#N)C#N)c1
→ x, x, -2%, 33
- O=C(CSc1nnc(CNC(=O)c2ccccc2F)o1)NCCc1ccccc1
→ 6, -2%, -4%, 25
- CC(=O)c1cc(F)c(N2CCN(C(=O)Cc3ccccc3)CC2)cc1C
→ 6, 0%, -6%, 7
- Nc1nc(N)c2nn(-c3ccc(C(=O)O)cc3)nc2n1
→ x, -6%[11.4 µM], 4%[11.4 µM], x
- CC(=O)c1ccc([N+](=O)[O-])cc1
→ x, -1%, 1%, x
- CCCCNC(=O)CSc1nc2ccccc2n1S(=O)(=O)c1ccc(Br)cc1
→ x, x, -1%, -2
- Cc1cc(C)n2cc(CSc3nnc(-c4ccccc4)o3)nc2n1
→ -3, -2%, -4%, -13
- CCC(c1nnnn1C(C)(C)CC)N(CCCO)Cc1cc2cc(C)cc(C)c2[nH]c1=O (stereo not drawn)
→ -13, 28%, -3%, -6
- O=C(NCc1ccccc1)c1cccc(S(=O)(=O)N2CCOCC2)c1
→ -16[1.84 µM], -6%[11.4 µM], 1%, 61

Sorted by length of the SMILES (highest first): part of the list above.
Structure,IMPase inh,ALOX15B inhib,ALOX12 inhib,PNC inhibitor
O=S(=O)(c1ccccc1)N1C2CCC1CC(O)(c1cccnc1)C2 (stereo not drawn),0,-5%,6%,15
Nc1nc(N)c2nn(-c3ccc(C(=O)O)cc3)nc2n1,x,-6%[11.4 µM],4%[11.4 µM],x
CC(=O)c1ccc([N+](=O)[O-])cc1,x,-1%,1%,x

Remaining list, next part:
Structure,IMPase inh,ALOX15B inhib,ALOX12 inhib,PNC inhibitor
O=C(Cn1ncc2c(=O)oc3ccccc3c21)N1CCCN(Cc2ccccc2F)C1,0,x,3%,-3
CCN(CC)Cc1c(C(=O)OC)nnn1-c1nonc1N,-6,3%,6%,39
O=C(CN1CCN(C(=O)c2cccc(F)c2)CC1)Nc1ccccc1F,-7,10%,-7%,6
Cc1ccc(Nc2ncc3c(n2)CC(c2ccco2)CC3=O)c(C)c1 (stereo not drawn),-1,-4%,-16%,-2
CCC(c1nnnn1Cc1cccs1)N1CCN(c2nc3ccccc3s2)CC1 (stereo not drawn),13,0%,-12%,u
COc1ccc2[nH]c(C(=O)O)c(CCC(=O)O)c2c1,-3,-7%,-6%,u
CCc1ccc(C(=O)CN2CCSC2=N)cc1,x,x,-5%,-10
CC(C)=CCCC1=CCC(/C(C)=N/NC(N)=O)CC1 (stereo not drawn),u,60%[activator],-7%,u
CCCCC(CC)CN1C(=O)/C(=C/c2ccncc2)SC1=S (stereo not drawn),0,21%,-1%,38
COc1cccc(NC(=O)CSc2ncnc3c2oc2ccccc23)c1,u,-5%,-2%,-26
CSc1ccccc1-n1nnnc1SCC(=O)NCc1cccs1,-5[0.369 µM],x,-6%,u
O=c1[nH]cnc2scc(C3COc4ccccc4O3)c12 (stereo not drawn),6,-3%,-3%,-18
COc1ccc(CNC(=S)Nc2cc(C)ccc2C)cc1,12,u,-15%,u
O=C(COC(=O)C1CC(=O)N(c2ccccc2)C1)c1ccccc1 (stereo not drawn),2,-4%,-1%,u
Cc1ccccc1OCC(=O)N/N=C1\CCOc2c(C)cccc21,-1,-2%,1%,-10

Screening data as filed in PubChem BioAssay.
